# ATXN viability = Viability Counterscreen for Primary qHTS for Inhibitors of ATXN expression | S2 cells (HEK-293 line with an ATXN2-luciferase reporter) viability, CellTiter-Fluor protease fluorescence, 24 h | Potency, µM (highest dose often 56.7 µM), usual class: cytotoxic | 400,000 tested, 0.49% active | AID 651635, 2014; note: potency is the fitted concentration of half-maximal effect; nearly all actives have a fitted effect of over 40% in size
# IL1B secr inh = qHTS for Inhibitors of Inflammasome Signaling: IL-1-beta AlphaLISA Primary Screen. THP-1 LPS/ATP IL-1B secretion, AlphaLISA, 16 h; active compounds read low. AID 743279, 2014. activity change, % at 57.5 µM. 360,000 tested, 4.7% active; in the data active = activity change below about -50%; inconclusive = mostly about -30% to -49%; note: % is set by controls: 0 for no effect and ±100 for the full control effect
#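 Secreted IL-1B measured by AlphaLISA bead assay after 16 h compound exposure of THP-1 cells; compounds (final up to 57.5 uM) added 1 h before LPS (250 ng/mL) and ATP (1.25 mM) stimulation; lower signal means less secretion.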
# Nrf2 block = Nrf2 qHTS screen for inhibitors. A549 ARE-Fluc reporter, luciferase luminescence, 18-24 h. Potency, µM (titrated, usually from 46 µM), for the others: at the highest dose activity change, negative = inhibition, actives largely listed as inhibitors. 360,000 tested, 2.1% active; note: potency is the fitted concentration of half-maximal effect; % is set by controls: 0 for no effect and ±100 for the full control effect; nearly all actives have a fitted effect of over 60% in size
#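 A549 ARE_Fluc cells (5000/well, 5% FBS OPTI-MEM) pre-incubated 2 h, then treated with compounds 18-24 h at 37C/5% CO2 in concentration-response. CellTiter-Fluor viability read first; BugLite luciferase luminescence after 15 min at room temperature gives Nrf2 activity.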
# ATXN2 expr inh = Primary qHTS for Inhibitors of ATXN expression. HEK-293 ATXN2-luciferase reporter, luminescence, 24 h. Potency, µM (top dose mostly 57 µM), for inactives: top-dose activity change, negative = inhibition, usual class: inhibitors. 360,000 tested, 0.72% active. AID 1745845, 2022; note: potency is the fitted concentration of half-maximal effect; % is set by controls: 0 for no effect and ±100 for the full control effect; nearly all actives have a fitted effect of over 55% in size
#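 ATXN2-luciferase reporter cells (luciferase flanked by upstream and downstream ATXN2 gene portions) were treated 24 h at 37 °C with compounds at up to 57 uM. SteadyGlo luminescence gave expression; GF-AFC fluorescence gave viability.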
# HepG2 tox = qHTS for Inhibitors of TGF-b: Cytotox Counterscreen; 410,000 tested, 0.76% active; Potency, µM (doses to about 46.1 µM), for inactives: at the top dose activity change, negative = cytotoxicity, usual class: cytotoxic; HepG2 CAGA-GFP viability, ATP luminescence, 18 h; note: potency is the fitted concentration of half-maximal effect; some results filed as inactive show a strong effect at the top dose
#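 CellTiter-Glo luminescence gave cytotoxicity after 18 hours at 37 degrees C. The cells were HepG2 CAGA-GFP in 1% FBS DMEM, stimulated with 500 pg/mL TGF-beta after compound addition. %Activity was normalised to no-cell wells (complete cell-killing) and DMSO (no toxicity), and curves were fitted and classified.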
# A549 tox = Nrf2 qHTS screen for inhibitors: counterscreen for cytotoxicity; A549 ARE-Fluc cells, CellTiter-Fluor viability, 18-24 h; Potency, µM (doses to about 46 µM), for inactives: at the highest dose activity change, negative = cytotoxicity, usual class: inhibitors; 390,000 tested, 0.16% active; note: potency is the fitted concentration of half-maximal effect; % is set by controls: 0 for no effect and ±100 for the full control effect
#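 Cytotoxicity counterscreen: CellTiter-Fluor fluorescence was measured in A549 ARE_Fluc cells after 18-24 h of compound exposure in a concentration series. The subsequent BugLite luminescent read reports ARE-luciferase activity.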
# TGFb inhibitor = qHTS for Inhibitors of TGF-b. HepG2 CAGA-GFP TGF-b/SMAD3 reporter, GFP fluorescence, 18 h; TGF-beta stimulated, 500 pg/mL final. 410,000 tested, 1.2% active. AID 588855, 2011. Potency, µM (highest dose often 46.1 µM), for inactives: at the top dose activity, negative = inhibition, usual class: inhibitors; note: potency is the fitted concentration of half-maximal effect; % is set by controls: 0 for no effect and ±100 for the full control effect; nearly all actives have a fitted effect of over 65% in size
#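 Smad-responsive CAGA-GFP expression was quantified in HEPG2 cells exposed to compounds and 500 pg/mL final TGF-beta for 18 h at 37 degrees C; unstimulated wells defined full inhibition.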
# Nrf2 ARE act = qHTS of Nrf2 Activators | AREc32 ARE-luciferase reporter (MCF7-derived line), luminescence, 24 h | Potency, µM (doses to about 46.1 µM), without a hit: top-dose activation, usual class: activators | 410,000 tested, 0.31% active | AID 624171, 2012; note: potency is the fitted concentration of half-maximal effect; % of control where 0% means no effect; nearly all actives have a fitted effect of over 65% in size
#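 Nrf2 activation is followed as ARE-luciferase induction in the AREc32 line after one day of compound treatment; luminescence is read with Steady-Glo.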
# MCF10A rereplic = A quantitative high throughput screen for small molecules that induce DNA re-replication in MCF 10a normal breast cells; MCF 10A DNA re-replication, Hoechst nuclear intensity, 48 h; 350,000 tested, 2.9% active; Potency, µM (doses to about 46.1 µM), without a hit: at the highest dose activity, positive = re-replication, most hits filed as activators; AID 624296, 2012; note: potency is the fitted concentration of half-maximal effect; % of control where 0% means no effect; nearly all actives have a fitted effect of over 50% in size
# The depositor's hits bear a star; i = inactive; ? = inconclusive; nt = not tested or not shown; & = joins results of further samples; [ ] = remark or other dose. Unless noted, calls come from the whole dose curve; as a rule, active = well fitted curve in the direction sought with a large enough effect; inconclusive = small, poorly fitted or top-dose-only effect, or another doubt; inactive = no such curve, though single readings can be large; an effect the other way counts as inactive or inconclusive.
SMILES,ATXN viability,IL1B secr inh,Nrf2 block,ATXN2 expr inh,HepG2 tox,A549 tox,TGFb inhibitor,Nrf2 ARE act,MCF10A rereplic
Cc1cccc(NC(=O)CSc2nnc(-c3ccco3)c(-c3ccco3)n2)c1,i,-94*,?,-23%[11.3 µM],0%,-5%,-29%,?,?
COc1ccc(NC(=O)CCS(=O)(=O)c2ccc3c(c2)n(C)c(=O)c(=O)n3C)cc1Cl,nt,nt,17%,nt,1%,-6%,nt,-0.8%,nt
Cn1c(Cn2cnc([N+](=O)[O-])n2)nnc1SCC(=O)Nc1ccccc1,i,23,9%,-19%,-32%,6%,-29%,-1.1%,-1%
COc1cc(C(=O)Nc2ccccc2C2COC(=O)C2=N)cc(OC)c1OC (stereo unspecified),i,0,-6%,-3%,1%,-2%,-15%,0.2%,-5%
OCCSc1ncnc2c1oc1ccccc12,i,10,-4%,3%,-1%,-13%,-3%,4.3%,2%
CNC(=S)N(CCN(C)C)Cc1cc2cc3c(cc2[nH]c1=O)OCO3,i,14,1%,-6%,-6%,3%,6%,-0.6%,3%
N#C/C(=N\Nc1cccc(C(F)(F)F)c1)C(=O)c1csc(-c2cccnc2)n1,25µM*,23,?,?,-26%,?,?,2.7%,?
O=C(c1cc2sccc2n1Cc1ccc(F)cc1)N1CCCc2ccccc21,i,?,?,-11%,-6%,11%,-3%,2.8%,19%
O=C(CNc1cccc(Cl)c1)NNC(=S)NCc1ccccc1,i,-12,-19%,-27%,4%,-5%,-12%,0.4%,1%
Nc1cc(N)cc(-c2nc3ccccc3o2)c1,i,-6,13%,2%,-53%,-3%,-26%,5.5%,28%
FC(F)(F)c1cccc(Nc2nc3nonc3nc2Nc2ccc(Cl)cc2)c1,nt,nt,0.58µM*,nt,-109%,2.9µM*,nt,-3.0%,nt
COc1ccccc1N(Cc1cc(=O)[nH]c2ccccc12)C(=O)c1ccccc1,i,-13,?,-37%,-6%,-5%,14%,-0.7%,8%
CCn1cc(CCCC(=O)NCc2ccccc2OC)c2ccccc21,i,-19,-16%,-7%,-3%,-10%,1%,0.2%,7%
CCOc1ccc2c(c1)C(C)=CC(C)(C)N2S(=O)(=O)c1ccc(NC(C)=O)cc1,i,66,?,nt,-5%,-20%,?,-0.2%,?
Cc1ccc(S(=O)(=O)c2nc(S(C)(=O)=O)sc2NCc2ccccc2)cc1,i,nt,-23%,-4%,-20%,6%,-1%,0.8%,nt
CCc1ccc(OCCCC(=O)Nc2nccs2)cc1,i,0,?,nt,5%,-6%,-17%,2.4%,?
CCc1ccccc1NC(=O)C(Cc1cccc(OC)c1OC)c1nn[nH]n1 (stereo unspecified),i,-7,5%,-1%,-14%,nt,10%,0.1%,0%
Cc1cc(C)cc(NC(=O)C(C)N2C(=O)c3ccccc3C2=O)c1 (stereo unspecified),i,4,8%,0%,14%,4%,-3%,-0.1%,-5%
Cc1cc(C)nc(NS(=O)(=O)c2ccc(NC(=O)COc3ccccc3)cc2)n1,i,10,-12%,-1%,1%,-8%,1%,-0.1%,12%
CC(=O)Nc1ccc(NC(=O)c2ccccc2Nc2ccccc2)cc1,i,-4,5%,3%,4%,1%,-16%,0.1%,-1%
O=C(Nc1ccccc1)Nc1ccc(C(F)(F)F)cn1,i,-11,17%,nt,-12%,0%,-4%,4.4%,-5%
COc1ccc(Br)cc1/C=N/NC(=O)C[n+]1ccccc1,i,28,-11%,nt,-18%,0%,5%,-0.1%,-6%
CSCCC(=O)N1CC[C@@H](N2CCN(c3ccccc3F)CC2)[C@H](O)C1,?,10,?,30%,6%,?,16%,0.3%,-3%
CC(=O)Nc1ccc(S(=O)(=O)N(CCO)Cc2ccccc2)cc1,i,-13,-1%,0%,-5%,?,-8%,-0.3%,5%
CCN(CC)C(=O)c1ccccc1NS(=O)(=O)c1cccs1,i,0,3%,-13%,2%,1%,?,0.4%,0%
CN(c1ccccc1)S(=O)(=O)c1ccc(C(=O)NCc2ccccn2)cc1,i,0,?,nt,-4%,13%,-5%,1.7%,-5%
COc1ccc2[nH]c(=O)c(CN(C(=O)c3cccc(Cl)c3)c3cccc(C)c3)cc2c1,i,nt,13%,2%,-14%,1%,-11%,0.5%,nt
Cc1nc(NCc2ccccc2)c(C(N)=O)c2c1COC(C)(C)C2,i,-18,nt,6%,1%,-1%,?,-0.8%,1%
CCc1c(C(=O)NNC(=S)NCC(C)C)csc1C,i,-6,nt,-17%,1%,-3%,-30%,0.4%,3%
CC(=O)Nc1ccc(NC(=O)CSc2ccc(-c3ccc4c(c3)OCO4)nn2)cc1,i,-6,?,6%,-11%,0%,3%,-0.4%,-1%
CN(CC(=O)Nc1cccc(F)c1)C(=O)c1cc(S(=O)(=O)N(C)C)ccc1N1CCCC1,i,-8,-4%,-2%,-3%,0%,-6%,-0.1%,10%
CNCc1cc(C)n(-c2cc(S(=O)(=O)N3CCOCC3)ccc2N2CCCC2)c1C,i,-10,nt,nt,-46%,nt,2%,-2.7%,nt
CSc1ccc(Cl)c(C(=O)Nc2ccc(N3CCOCC3)cc2)c1,?,-8,?,-10%[11.3 µM],-3%,-2%,2%,1.8%,-1%
CCOC(=O)Cc1csc(NC(=O)CSc2nnc(C(C)C)n2C)n1,i,20,11%,1%,1%,-2%,4%,0.2%,-5%
COc1ccc(NC(=O)C(C)N2C(=O)c3ccccc3C2=O)c(OC)c1 (stereo unspecified),i,-18,0%,-16%,30%,-1%,-17%,0.3%,0%
O=C(NCCC1CCCCN1S(=O)(=O)c1cccs1)C(=O)Nc1ccccc1 (stereo unspecified),i,?,6%,0%,1%,4%,32%,0.7%,?
CCCC[C@@H]1CCCO[C@@](C(=O)NCc2ccccc2)(C(F)(F)F)C1,nt,nt,-3%,nt,-15%,6%,-13%,nt,nt
Cc1ccccc1OCC(=O)NNC(=O)c1ccc2c(=O)n3c(nc2c1)CCC3,i,-8,6%,13%,-2%,0%,-22%,0.0%,-2%
COC(=O)CN1C(=O)[C@H]2[C@@H](c3ccc(C)o3)N3C(=O)CN(CCO)C(=O)[C@@]3(Cc3ccccc3)[C@H]2C1=O,i,47,16%,12%,-1%,-2%,2%,0.3%,0%
CC(C)(C)NS(=O)(=O)c1ccc(NS(C)(=O)=O)cc1,i,-1,?,-7%,-6%,15%,3%,0.2%,2%
O=S(=O)(c1ccc(F)c(F)c1)N1CCCc2ccccc21,i,32,-20%,nt,2%,0%,0%,0.3%,-13%
Cc1ccccc1NC(=O)CNC(=O)Cc1cccc2ccccc12,i,1,0%,22%,-4%,-4%,4%,4.1%,6%
O=C(CCc1nc2ccccc2c(=O)[nH]1)Nc1nnc(SCc2ccc(Cl)cc2)s1,i,16,1%,-13%,-2%,3%,1%,0.8%,7%
O=C(NCc1ccccn1)C(=O)NCC1OCCCN1S(=O)(=O)c1ccc(F)cc1 (stereo unspecified),i,0,3%,3%,-11%,1%,-11%,-1.0%,-1%
CCOC(=O)C1=C(C)N(C[C@@H]2CC[C@@H](Cc3ccc(-c4ccccc4)cc3)O2)C(=O)NC1c1cccc2ccccc12 (stereo partly specified),i,15,-13%,-10%,-30%,6%,-10%,2.2%,-19%
CC(C)Cn1c(=S)[nH]c2cc(C(=O)O)ccc2c1=O,i,-16,4%,0%,17%,-3%,-4%,0.3%,-8%
CCn1cnc2sc(C(=O)Nc3ccccc3OC)c(C)c2c1=O,i,-17,-18%,nt,-1%,3%,-9%,0.7%,?
O=C1CCC(C(=O)NCCN2C(=O)S/C(=C\c3cccnc3)C2=O)=NN1,i,-3,15%,7%,-22%,5%,1%,0.2%,-2%
CCCCSC(=S)N(C)C1CCS(=O)(=O)C1 (stereo unspecified),i,-5,5%,-10%,-7%,0%,-1%,0.0%,2%
Cc1ccc2nc(NC(=O)CSCC(=O)Nc3cc(C)on3)sc2c1,i,15,?,48%[activator],1%,3%,9%,-0.9%,-1%
COc1cc(Nc2nc(SCC#N)nc3ccccc23)cc(OC)c1OC,i,-5,nt,8%,-18%,0%,-15%,1.7%,-5%
CC(=O)c1ccc(OCc2cc(C(=O)N3CCN(c4ccccc4)CC3C)no2)cc1 (stereo unspecified),i,?,0%,29%,-18%,-4%,-23%,1.9%,-2%
OCc1nc2ccccc2n1CCc1ccccc1,i,10,-4%,-28%,-45%,11%,-20%,0.3%,?
CCCCOc1ncnc2c1[nH]c1ccc(OCC)cc12,i,23,-2%,5%,-4%,-8%,4%,-0.1%,3%
O=C1C(Cc2ccccc2)Nc2ncnc(N3CCCCC3)c2N1Cc1ccc(Cl)cc1 (stereo unspecified),i,-19,-19%,-13%,-5%,?,?,5.1%,?
Cc1cccc(NS(=O)(=O)c2ccc(-n3cccn3)cc2)c1C,i,-7,?,-4%&-12%,0%&-35%,2%&11%,4%&0%,0.4%&4.2%,-1%
O=C(ON=C1CCN(S(=O)(=O)c2ccccc2)CC1)c1ccc(F)cc1,i,6,17%,-2%,19%,-4%,1%,-0.4%,0%
CCOc1ccc(NC(=O)Cn2c(=O)cc(C)c3c(C)nn(-c4ccc(CC)cc4)c32)cc1,i,nt,?,6%,-25%,5%,-8%,-0.7%,nt
O=C(CN1CCCCC1)Nc1ccccc1Cl,?,8,11%,-2%,-26%,6%,-22%,-0.1%,?

# Already shown: entries from further up.
SMILES,ATXN viability,IL1B secr inh,Nrf2 block,ATXN2 expr inh,HepG2 tox,A549 tox,TGFb inhibitor,Nrf2 ARE act,MCF10A rereplic
Cc1cccc(NC(=O)CSc2nnc(-c3ccco3)c(-c3ccco3)n2)c1,i,-94*,?,-23%[11.3 µM],0%,-5%,-29%,?,?
COc1ccc(NC(=O)CCS(=O)(=O)c2ccc3c(c2)n(C)c(=O)c(=O)n3C)cc1Cl,nt,nt,17%,nt,1%,-6%,nt,-0.8%,nt

# Screens (PubChem BioAssay)
